# PAFAH2 inh = inhibitors of human PAFAH2. recombinant PAFAH2, FP-rhodamine activity probe, fluorescence polarization. inhibition, % at 3.39 µM. 340,000 compounds, 0.99% hits. AID 492956;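 active means inhibition above the mean over all tested compounds plus 3 SD, cut at about 30% in these data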;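 further: inhibitors block probe labeling of enzyme so polarization drops; 0% = enzyme with DMSO and 100% = wells lacking PAFAH2 protein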
# pPAFAH inh = inhibitors of human plasma PAF acetylhydrolase (pPAFAH); Q13093; recombinant pPAFAH, FP-rhodamine probe fluorescence polarization; inhibition, % at 3.39 µM; 330,000 compounds, 1.5% hits;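 active means inhibition above the mean inhibition across the screen plus 3 SD, cut at about 25% in these data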;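 further: inhibitors block binding of the rhodamine activity-based probe so polarization drops; 0% = enzyme with DMSO and 100% = wells lacking pPAFAH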
# PAFAH1B2 inh = PAFAH1B2 (human) inhibition | P68402 | recombinant PAFAH1B2, FP-rhodamine activity probe, fluorescence polarization | inhibition, % at 3.39 µM | 340,000 compounds, 1.2% hits;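 active means inhibition above the mean of all tested compounds plus 3 SD, cut at about 24% in these data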;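 further: 0% = enzyme with DMSO and 100% = wells lacking PAFAH1B2; many of its hits are not listed in these tables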
# PAD4 inh = blocks human protein arginine deiminase 4. recombinant PAD4, RCA probe fluorescence polarization. inhibition, % at 6.36 µM. 330,000 compounds, 0.41% hits. AID 485272;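 active means percent inhibition above a cutoff equal to the mean of all tested compounds plus 3 SD, cut at about 15% in these data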;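 further: 0% = PAD4 with RCA probe and DMSO and 100% = probe without PAD4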
# PAFAH1B3 FP inh = blocks human PAF acetylhydrolase 1B catalytic subunit 3. Q15102. 340,000 compounds, 0.28% hits. inhibition, % at 3.39 µM. recombinant PAFAH1B3, FP-rhodamine probe, fluorescence polarization;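 active means inhibition above the screen-wide average of all tested compounds plus 3 SD, cut at about 25% in these data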;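 further: 0% = enzyme with DMSO only and 100% = wells lacking PAFAH1B3 protein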
# Target sequence (Q15102 whole entry, looked up): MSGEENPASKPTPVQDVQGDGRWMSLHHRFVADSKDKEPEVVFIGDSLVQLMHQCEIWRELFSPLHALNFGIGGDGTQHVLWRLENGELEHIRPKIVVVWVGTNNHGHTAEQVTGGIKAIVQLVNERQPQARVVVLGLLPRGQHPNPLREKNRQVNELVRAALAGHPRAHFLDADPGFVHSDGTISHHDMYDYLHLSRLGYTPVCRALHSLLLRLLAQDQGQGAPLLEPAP
# LYPLA1 counter = blocks human lysophospholipase 1, a PME1 counter-screen | recombinant LYPLA1, FP-Rh probe fluorescence polarization | O75608 | 320,000 compounds, 0.16% hits | AID 2174 | inhibition, % at 5.9 µM;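 active means inhibition above the mean of all tested compounds plus 3 SD, set per campaign, cut at about 14% in these data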;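 further: inhibitors block serine hydrolase probe labeling of LYPLA1 so polarization falls; 0% = enzyme with DMSO and 100% = wells lacking LYPLA1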
# LYPLA2 inh = blocks human lysophospholipase 2, a PME1 counter-screen; AID 2177; O95372; inhibition, % at 5.9 µM; 320,000 compounds, 0.38% hits; recombinant LYPLA2, FP-Rh probe fluorescence polarization;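 active means inhibition above the screen-wide mean plus 3 SD, limit set per campaign, cut at about 26% in these data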;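 further: 0% = LYPLA2 with DMSO and 100% = wells lacking LYPLA2 enzyme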
# GSTO1 inh = GSTO1 inhibition, counter-screen for RBBP9 inhibitors; P78417; inhibition, % at 5.96 µM; 300,000 compounds, 1.1% hits; AID 1974; recombinant GSTO1, activity-based probe fluorescence polarization;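 active means inhibition above the campaign mean inhibition plus 3 SD, cut at about 35% in these data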;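 further: 0% = GSTO1-1 with DMSO and 100% = wells lacking GSTO1-1 enzyme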
# PREPL inh = inhibitors of human prolyl oligopeptidase-like enzyme PREPL. AID 2751. recombinant PREPL, fluorescence polarization activity-based probe. inhibition, % at 5.96 µM. 320,000 compounds, 0.68% hits; in the data active means inhibition above about 43%;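 further: 0% = enzyme with DMSO and 100% = wells lacking enzyme; many of its hits are not listed in these tables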
# Target sequence (Q4J6C6 whole entry, looked up): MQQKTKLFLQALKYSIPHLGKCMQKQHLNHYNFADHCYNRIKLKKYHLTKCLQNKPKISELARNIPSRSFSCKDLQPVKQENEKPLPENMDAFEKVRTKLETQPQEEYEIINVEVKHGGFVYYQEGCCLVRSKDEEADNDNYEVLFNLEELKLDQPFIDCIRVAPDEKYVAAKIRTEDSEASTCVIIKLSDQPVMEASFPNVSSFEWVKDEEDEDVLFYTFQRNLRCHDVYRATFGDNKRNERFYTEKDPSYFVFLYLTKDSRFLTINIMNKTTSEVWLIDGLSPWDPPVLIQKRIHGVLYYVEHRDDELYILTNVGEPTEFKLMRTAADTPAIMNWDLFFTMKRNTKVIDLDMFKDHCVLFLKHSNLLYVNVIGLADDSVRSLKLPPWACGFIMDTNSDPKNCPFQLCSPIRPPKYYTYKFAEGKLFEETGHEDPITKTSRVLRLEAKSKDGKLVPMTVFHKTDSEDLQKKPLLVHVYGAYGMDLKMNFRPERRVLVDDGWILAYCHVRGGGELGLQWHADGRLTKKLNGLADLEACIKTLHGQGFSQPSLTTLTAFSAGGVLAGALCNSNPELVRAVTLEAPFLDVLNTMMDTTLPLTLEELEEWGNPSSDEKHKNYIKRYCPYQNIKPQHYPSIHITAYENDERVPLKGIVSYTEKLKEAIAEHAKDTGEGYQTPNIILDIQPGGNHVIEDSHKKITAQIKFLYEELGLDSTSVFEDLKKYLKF
# * marks the source's active call; other numbers are inactive results; . = not tested or not shown. This is a subset; the hit share may differ from the screen's.
SMILES,PAFAH2 inh,pPAFAH inh,PAFAH1B2 inh,PAD4 inh,PAFAH1B3 FP inh,LYPLA1 counter,LYPLA2 inh,GSTO1 inh,PREPL inh
COc1ccc(C)cc1S(=O)(=O)Nc1cccnc1,3,7,5,0,2,-4,3,-2,5
CCN(CC(=O)Nc1ccccc1C(F)(F)F)C(=O)c1cccc(N2C(=O)CCC2=O)c1,3,6,1,3,8,-2,1,1,-4
COc1ccc([C@H]2C(C(=O)O)=C[C@@H](C(C)(C)C)N2S(=O)(=O)c2ccccc2)cc1,5,-2,9,-7,1,.,.,.,16
COC(=O)C1=CN(C2CC2)C=C(C(=O)OC)C1c1ccccc1OC,2,0,2,1,4,3,5,-3,7
CN1CCN(c2ccc([N+](=O)[O-])cc2C(=O)N2CCOCC2)CC1,12,1,2,2,11,0,5,0,12
CCOC(=O)C1CCN(CC(O)COc2ccc(C(C)(C)CC)cc2)CC1 (stereo unspecified),0,9,0,-2,-1,2,6,-5,-6
O=C(NCCc1ccc(Cl)cc1)c1ccc2c(c1)OCO2,-3,-2,20,-3,0,-1,4,-4,6
COc1ccccc1N1C(=O)S/C(=C\c2cccs2)C1=O,-6,3,1,3,0,4,-4,4,5
CC(=O)Nc1ccc(NC(=O)CSc2ccc3nnc(CCNC(=O)c4ccccc4)n3n2)cc1,2,2,6,3,12,-1,5,-7,-9
COc1ccc(C(=O)NCCc2nnc3ccc(SCC(=O)N4CCOCC4)nn23)cc1,-34,-2,1,-3,0,0,0,-1,7
CCN1CCN(Cc2ccc(NC(=O)Nc3ccc(OC)cc3)cc2)CC1,-2,5,4,2,0,2,5,6,6
Cc1ccc(CNC(=O)C(Cc2ccccc2)NS(=O)(=O)c2cccs2)cc1 (stereo unspecified),2,0,9,-2,12,-1,4,3,-12
O=C1[C@H]2[C@H]3[C@H](O)[C@H](O)C/C(=N\OC[C@@H](O)COCc4ccco4)[C@@H]3CC[C@H]2C(=O)N1c1ccc(F)cc1F,.,11,.,1,.,2,10,1,-8
O=C(/C=C/c1ccc(Cl)cc1Cl)N(Cc1ccccc1)C1CCS(=O)(=O)C1 (stereo unspecified),3,5,0,-2,7,-2,1,-4,1
COc1cc(C(=O)NCC(c2ccco2)N2CCCC2)ccc1OCc1ccccc1 (stereo unspecified),0,4,-1,-3,-1,-2,-1,.,9
CCC1CCCCN1C(=S)NC(=O)c1ccc(F)c(S(=O)(=O)N2CCOCC2)c1 (stereo unspecified),9,1,5,-2,0,-1,3,-6,16
Fc1ccccc1Cc1noc(CN2CCCC(CN3CCOCC3)C2)n1 (stereo unspecified),3,7,2,-4,3,2,5,0,-3
CC(C)c1c(C(=O)N/N=C/c2ccco2)nnn1-c1nonc1N,-3,2,3,3,5,5,6,4,8
COc1cccc(C(=O)O[C@H]2[C@H](C)NS(=O)(=O)[C@H]3C[C@@H]4C=C[C@]23O4)c1,1,-3,5,-2,11,9,1,.,17
COC(=O)c1ccc(NC(=O)COC(=O)c2nc3nccc(C)n3n2)cc1,.,-4,.,-5,.,-2,2,2,-3
CN(Cc1ccc(Cl)cc1)C(=O)c1ccc(S(=O)(=O)NCc2ccco2)cc1,-4,3,8,-3,8,0,5,.,7
CC(=O)c1cccc(N(CC(=O)NC2CCCCC2)C(=O)c2csnn2)c1,-3,1,5,-3,6,2,-5,7,2
O=C(C[n+]1ccccc1)N/N=C/c1c(F)cccc1Cl,-6,4,5,1,8,2,5,5,9
O=C(Nc1cccc(F)c1)c1cc(S(=O)(=O)N2CCOCC2)cs1,-6,1,6,-5,11,-3,-5,-6,-3
CCn1cc(C(=O)NCC2CCCO2)c(=O)c2cc(F)c(N3CCN(C)CC3)cc21 (stereo unspecified),1,6,1,-3,2,-4,2,-7,0
COc1ccc(Nc2nc3ccccc3n3cnnc23)cc1,-8,8,1,13,3,-4,-4,-4,14
O=[N+]([O-])c1cccc(C=Nc2cccc3ccccc23)c1O,7,8,7,-10,7,-1,-1,41*,22
COc1ccc([C@H]2CC(=O)C=C(c3cccc(NC(C)=O)c3)C2)cc1,2,0,-2,-6,3,-4,12,.,9
CC1(OC(=O)c2ccco2)C(=O)C=C2C=C(c3ccsc3)OC=C2C1=O (stereo unspecified),.,50*,.,-8,.,-3,4,30,12
CCC(=O)N1CCc2cc(Br)cc(S(=O)(=O)NCCN3CCCC3)c21,6,4,0,5,7,-3,-3,4,3
Cc1ccc(NC(=O)N2CCCC2C(=O)Nc2ccc(-n3cnnn3)c(C)c2)cc1 (stereo unspecified),3,4,-1,-3,-2,2,4,4,-35
Cc1ccc(C(=O)NNC2=NC(C)(C)Cc3ccccc32)cc1,-10,1,9,4,-1,-1,-2,-3,-12
COc1ccc(F)cc1C(=O)C1CCCN(Cc2cnc(N3CCCC3)s2)C1 (stereo unspecified),0,0,0,2,12,1,5,1,11
N#C/C(=C/c1ccc(N2CCOCC2)o1)c1ccc(Br)cc1,7,14,17,-7,5,0,1,-4,25
O=C(Nc1nc2ccsc2c(=O)s1)c1ccco1,.,2,.,0,.,-1,2,7,0
COc1ccc(/C=C2\SC(=S)N(NS(=O)(=O)c3ccc(C)cc3)C2=O)c(OC)c1,9,19,8,-3,18,-1,1,-3,3
Cc1ccc(-c2csc3ncnc(Nc4ccc(C(=O)O)cc4)c23)cc1,-10,17,4,1,5,-1,2,-7,-1
CC1CCCN(S(=O)(=O)c2ccc(NC(=O)Cc3ccc(S(=O)(=O)N4CCOCC4)s3)cc2)C1 (stereo unspecified),-9,3,-5,-6,-4,-27,-51,-33,3
CCOC(=O)c1c(CN2CCCCC2)n(C)c2cc(Br)c(O)c(CN(C)C)c12,0,-3,3,0,6,2,7,5,5
CCOC(=O)C1CCN(C(=O)NC23CC4CC(CC(C4)C2)C3)CC1,10,-3,6,-3,6,0,-5,-3,-8
S=c1[nH]c2ccccc2o1,6,4,-2,-3,1,-4,-2,8,0
C[C@H](Nc1ccc(C(F)(F)F)cc1[N+](=O)[O-])C(=O)O,0,-3,5,6,3,-3,-4,-5,-8
CCOC(=O)CN(C(=O)Cn1nnc(-c2ccc(C)cc2)n1)C(CC)C(=O)NC1CCCC1 (stereo unspecified),-10,3,-2,2,6,0,2,-4,15
Cn1c(Cl)c(/C=N/OC(=O)c2ccccc2Cl)c2ccccc21,-6,-2,-3,-3,-3,-2,6,-3,12
COc1ccc(OC)c(NC(=O)C2CCCN(S(=O)(=O)c3cccc4cccnc34)C2)c1 (stereo unspecified),3,6,-1,0,8,0,-6,2,2
COc1ccc(C)cc1NC(=O)Nc1cccc(C)c1,4,10,-2,-8,8,4,4,2,4
COCCCNc1cc(C)nc2ccccc12,5,-7,0,-4,-2,-6,-5,2,3
Cc1cc(Cl)c(S(=O)(=O)Nc2ccc3c(c2)OCCO3)cc1OCC(N)=O,4,2,5,3,3,1,0,36*,-1
CC(C)/C=C/C(=O)N1CCCC(N2CCN(c3ccccc3F)CC2)C1 (stereo unspecified),7,6,4,-2,13,1,5,5,8
Cc1cccc(-n2c(-c3ccncc3)n[nH]c2=S)c1C,-5,30*,4,1,8,5,13,0,15
Cc1cccc(OC(C)C(=O)N2CCc3ccccc3C2)c1 (stereo unspecified),6,2,6,5,9,-2,-3,6,-31
CCCN1C(=O)/C(=C/c2ccc(C)o2)NC1=S,.,2,.,-5,.,-3,-1,7,-4
CC1CN(C(=O)COC(=O)c2ccc(O)cc2)CC(C)O1 (stereo unspecified),15,-2,2,-1,9,-3,-5,3,-5
O=C(COc1ccc(Cl)cc1)N1CCCCC1,0,1,4,1,-2,0,1,-2,23
Cc1ccc2[nH]c(=O)c(C(c3nnnn3CCc3ccccc3)N3CCOCC3)cc2c1 (stereo unspecified),-10,1,7,7,0,0,3,27,5
CCNC(=O)COc1ccc(OCc2ccccc2)cc1,3,5,10,-5,1,1,-2,1,-3
O=C(O)CCCNC(=O)c1nn(Cc2ccccc2)c(=O)c2ccccc12,-6,1,-3,-4,-7,4,1,1,6
O=C(COc1ccc(F)cc1)Nc1cc(S(=O)(=O)N2CCCCC2)ccc1N1CCCCC1,1,5,-10,-4,7,-2,-3,1,7
COc1ccccc1C(=O)n1nc(-c2ccco2)nc1N,5,5,8,0,4,4,6,24,-11
COc1ccc(C(=O)Nc2cc(C)nn2-c2ccc(F)cc2)cc1,3,-1,4,3,-3,0,-3,7,2

# 2 compounds from above, limited to LYPLA1 counter:
SMILES | LYPLA1 counter
Cn1c(Cl)c(/C=N/OC(=O)c2ccccc2Cl)c2ccccc21 | -2
COc1ccc(OC)c(NC(=O)C2CCCN(S(=O)(=O)c3cccc4cccnc34)C2)c1 (stereo unspecified) | 0

# Later entries.
SMILES,PAFAH2 inh,pPAFAH inh,PAFAH1B2 inh,PAD4 inh,PAFAH1B3 FP inh,LYPLA1 counter,LYPLA2 inh,GSTO1 inh,PREPL inh
OCC1(Cc2ccccc2C(F)(F)F)CCN(Cc2ccccc2)CC1,0,4,12,-4,10,-1,-2,9,-10
Cc1cccc(CSc2ncnc3c2cnn3Cc2ccccc2)c1,-9,1,0,-1,5,-5,4,4,1
C=CCN(CC=C)C(=S)NC(=O)c1ccc(OC)cc1,-4,-8,5,-3,7,3,-1,-13,-1
NS(=O)(=O)c1ccc(NC(=S)NCc2cccs2)cc1,7,-1,12,-1,2,-1,-1,-2,-4
CN1CCN(C(=O)c2ccc3c(c2)N(Cc2cccc(Cl)c2)C(=O)c2ccccc2S3(=O)=O)CC1,-1,2,0,-2,-1,-1,9,-4,8

# 5 consecutive records already listed, quoted:
SMILES,PAFAH2 inh,pPAFAH inh,PAFAH1B2 inh,PAD4 inh,PAFAH1B3 FP inh,LYPLA1 counter,LYPLA2 inh,GSTO1 inh,PREPL inh
COc1ccc([C@H]2CC(=O)C=C(c3cccc(NC(C)=O)c3)C2)cc1,2,0,-2,-6,3,-4,12,.,9
CC1(OC(=O)c2ccco2)C(=O)C=C2C=C(c3ccsc3)OC=C2C1=O (stereo unspecified),.,50*,.,-8,.,-3,4,30,12
CCC(=O)N1CCc2cc(Br)cc(S(=O)(=O)NCCN3CCCC3)c21,6,4,0,5,7,-3,-3,4,3
Cc1ccc(NC(=O)N2CCCC2C(=O)Nc2ccc(-n3cnnn3)c(C)c2)cc1 (stereo unspecified),3,4,-1,-3,-2,2,4,4,-35
Cc1ccc(C(=O)NNC2=NC(C)(C)Cc3ccccc32)cc1,-10,1,9,4,-1,-1,-2,-3,-12

# Single entries from the entries so far.
# Value of `C=CCN(CC=C)C(=S)NC(=O)c1ccc(OC)cc1` under PAFAH1B3 FP inh: 7
# Value of `Cc1cccc(CSc2ncnc3c2cnn3Cc2ccccc2)c1` under LYPLA1 counter: -5
# Value of `NS(=O)(=O)c1ccc(NC(=S)NCc2cccs2)cc1` under PAD4 inh: -1
# Value of `CN1CCN(C(=O)c2ccc3c(c2)N(Cc2cccc(Cl)c2)C(=O)c2ccccc2S3(=O)=O)CC1` under pPAFAH inh: 2
# Value of `OCC1(Cc2ccccc2C(F)(F)F)CCN(Cc2ccccc2)CC1` under PAFAH1B3 FP inh: 10

# Screens as filed in PubChem.
